LMPTP inh: LMPTP phosphatase inhibitors, primary screen, biochemical, fluorescence intensity, uHTS; recombinant LMPTP-A, OMFP fluorogenic substrate; Low molecular weight phosphotyrosine protein phosphatase (Homo sapiens), P24666; actives 0.22% (n = 360,000); inhibition, % at 20 µM;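 active means compounds that cut the enzyme signal by at least half of the control window in the single-dose screen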;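 further: plate controls were DMSO wells with enzyme plus substrate for no effect and substrate without enzyme for full effect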
Target sequence (P24666 whole entry, looked up): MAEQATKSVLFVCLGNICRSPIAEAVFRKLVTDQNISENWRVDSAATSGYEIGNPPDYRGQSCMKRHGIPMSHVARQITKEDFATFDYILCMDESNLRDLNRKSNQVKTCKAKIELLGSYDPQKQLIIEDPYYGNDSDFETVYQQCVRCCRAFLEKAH
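Test system: LMPTP-A phosphatase enzyme. Amount: LMPTP-A at 0.625 nM final in the reaction. Reagent: OMFP substrate, 400 µM final. Times: 50 min at room temperature. Signal: endpoint fluorescence intensity from OMFP dephosphorylation. Read-out basis: % inhibition. Benchmarks: no-enzyme and uninhibited controls.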
Rpn11 block: Rpn11 (PSMD14) deubiquitinase inhibitors, primary screen, biochemical, fluorescence polarization, uHTS | 26S proteasome non-ATPase regulatory subunit 14 (Homo sapiens), O00487 | human 26S proteasome, Ub4-pepOG fluorescence polarization; 20S core pre-blocked with epoxomicin | calls only at 20 µM | actives 0.59% (n = 360,000) | AID 588493, 2011;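 active means inhibition at 20 µM, scaled to each plate's controls, above about 33%, limit read from the data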
Scp-1 inhibitor: Scp-1 phosphatase inhibitors, primary screen, biochemical, colorimetric, uHTS | Carboxy-terminal domain RNA polymerase II polypeptide A small phosphatase 1 (Homo … | Recombinant Scp1, phosphopeptide, malachite green phosphate absorbance | inhibition, % at 20 µM | actives 0.88% (n = 340,000) | AID 493091, 2011;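 active means inhibition above about 50% at 20 µM, limit read from the data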;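 further: plate controls were DMSO wells with enzyme for no effect and wells lacking enzyme for full effect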
Target sequence (Q9GZU7 76-261 limits assumed): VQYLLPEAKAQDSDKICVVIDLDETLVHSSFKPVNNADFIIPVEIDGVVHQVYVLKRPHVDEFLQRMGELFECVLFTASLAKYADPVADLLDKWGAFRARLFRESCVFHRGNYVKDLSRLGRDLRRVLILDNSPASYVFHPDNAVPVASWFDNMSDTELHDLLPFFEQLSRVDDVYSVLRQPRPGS
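System: SCP-1 catalytic domain; Reagent: Phospho 17-mer peptide substrate; Doses: one concentration, 20 µM, with 1.0% DMSO; Incubation: 45 min room-temperature reaction, 5 min colour, 30 min stabiliser; Signal: Phosphate-binding colour reagent, absorbance read at 630 nm.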
SUMO1 PPI mod: modulators of SUMO1 protein-protein interactions, primary screen, biochemical, uHTS. inhibition, % at 20 µM. SUMO1 binding to a labelled peptide, TR-FRET, 1 h. Small ubiquitin-related modifier 1 (Homo sapiens), P63165. actives 0.33% (n = 360,000); in the data active means inhibition above about 37%
Target sequence (P63165 whole entry, looked up): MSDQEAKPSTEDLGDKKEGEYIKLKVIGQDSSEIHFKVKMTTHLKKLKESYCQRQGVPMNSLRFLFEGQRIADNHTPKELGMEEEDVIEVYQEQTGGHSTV
STEP block: STEP phosphatase inhibitors, primary screen, biochemical, fluorescence intensity, uHTS | Tyrosine-protein phosphatase non-receptor type 5 (Homo sapiens), P54829 | recombinant STEP, OMFP fluorogenic substrate | inhibition, % at 20 µM | actives 0.25% (n = 360,000);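 active means inhibition at 20 µM, scaled per plate between control wells, above about 37%, limit read from the data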;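 further: 0% = DMSO with enzyme and substrate and 100% = substrate only without enzyme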
Target sequence (P54829 whole entry, looked up): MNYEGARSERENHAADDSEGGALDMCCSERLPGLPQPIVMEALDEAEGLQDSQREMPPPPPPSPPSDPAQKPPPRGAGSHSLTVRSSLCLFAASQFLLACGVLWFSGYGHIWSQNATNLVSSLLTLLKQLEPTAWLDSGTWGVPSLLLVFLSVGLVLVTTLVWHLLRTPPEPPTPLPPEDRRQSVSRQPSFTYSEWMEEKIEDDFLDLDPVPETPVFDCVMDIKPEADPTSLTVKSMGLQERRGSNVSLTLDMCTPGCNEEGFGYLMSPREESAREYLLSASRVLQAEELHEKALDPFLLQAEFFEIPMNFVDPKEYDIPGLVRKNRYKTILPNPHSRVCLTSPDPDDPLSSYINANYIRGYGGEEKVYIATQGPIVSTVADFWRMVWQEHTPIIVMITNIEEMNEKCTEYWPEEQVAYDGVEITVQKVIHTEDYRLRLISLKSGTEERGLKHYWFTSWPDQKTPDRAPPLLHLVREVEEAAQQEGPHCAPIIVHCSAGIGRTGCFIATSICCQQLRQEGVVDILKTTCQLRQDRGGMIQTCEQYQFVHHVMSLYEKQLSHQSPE
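material = STEP tyrosine phosphatase | reagent = fluorogenic phosphatase substrate OMFP at 25 µM final | doses = single compound dose of 20 µM, 1% DMSO final | schedule = 20 min reaction, room temperature, in the dark | measured by = fluorescence, 480/540 nm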
SKN-1 block: suppressors of acrylamide-induced Pgst-4::GFP reporter in worms, primary screen, SKN-1 inhibitor project, whole organism, uHTS, GFP/RFP fluorescence ratio, strain VP596. C. elegans VP596 Pgst-4::GFP/RFP ratio, 24 h. actives 0.49% (n = 360,000). inhibition, % at 21.8 µM. AID 624304, 2012;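 active means interference check ratio from 0.5 to 1.5 plus GFP to RFP signal ratio inhibition reaching or exceeding a fixed threshold, cut at about 30% in these data, passing the limit was not always enough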; further: some compounds called inactive have numbers as strong as hits
MT1-MMP act inh: blockers of MT1-MMP proenzyme processing, primary screen, HT1080 RFP-PRO-GFP cells, GFP/RFP fluorescence; Matrix metalloproteinase-14 (Homo sapiens), P50281; GFP/RFP ratio fluorescence, overnight; percent of plate control window, DMSO zero; GFP/RFP ratio change, % at 20 µM; actives 0.061% (n = 360,000); AID 651647, 2012;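 active means GFP/RFP ratio change of at least 30% with cell ATP level not reduced by more than half and red fluorescence within 50% of control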; further: strong numbers were not always called active
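Assay system: RFP-PRO-GFP reporter HT1080 cells; read-out basis: GFP/RFP fluorescence ratio; benchmarks: DMSO wells and RFP-L50D-GFP cells; doses: 20 µM single dose, 1% DMSO; schedule: overnight cell settling, then overnight compound exposure, 37 °C, 5% CO2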
NRP1-CendR mod: modulators of CendR peptide binding to NRP-1, primary screen, biochemical, fluorescence polarization, uHTS; FAM-RPARPAR peptide binding to NRP-1; inhibition, % at 25 µM; actives 0.85% (n = 360,000);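 active means inhibition or corrected inhibition above about 18%, plus a signal ratio from 0.5 to 1.5, limit read from the data, passing the limit was not always enough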; further: strong numbers were not always called active
DNMT1 block: human DNMT1 methyltransferase inhibitors, primary screen, biochemical, molecular beacon, fluorescence, HinP1I cleavage, uHTS | actives 0.83% (n = 360,000) | inhibition (reported as % activation of signal), % at 10 µM; in the data active means inhibition above about 50%
NadD block: inhibitors of S. aureus NadD, primary screen, biochemical, colorimetric, uHTS. Nicotinate-nucleotide adenylyltransferase NadD (Staphylococcus aureus N315). purified NadD enzyme, colorimetric absorbance read-out. inhibition, % at 20 µM. actives 0.78% (n = 360,000); in the data active means inhibition above about 26%; further: some compounds past the cut are filed as inactive
Active calls of the source: *; i = inactive; / = not tested or not shown.

SMILES	LMPTP inh	Rpn11 block	Scp-1 inhibitor	SUMO1 PPI mod	STEP block	SKN-1 block	MT1-MMP act inh	NRP1-CendR mod	DNMT1 block	NadD block
N#CC1=C(N2CCCCC2)c2cc3c(n2C1=O)CCCC3	2.3	i	-9	-17	4	8	-9	-16	-1	2
CCOC(=O)c1oc2ccc(S(=O)(=O)n3nc(-c4ccccc4)cc3N)cc2c1C	5.3	i	-22	0	2	-2	-5	4	-9	3
CCOc1cc(N2CCOCC2)c(OCC)cc1NC(=O)c1ccc2ccccc2n1	3.6	i	2	-7	0	11	0	4	-7	-5
O=C(NC(=S)NC1CCCCC1)c1ccccc1[N+](=O)[O-]	-0.5	i	-2	-24	0	1	7	15	-1	-1
CC(C)C(NC(=O)c1ccccc1)C(=O)OCC(=O)N1CCCC1 (stereo not drawn)	-1.0	i	-5	3	2	-12	-2	5	5	-4
Cc1ccc(CCNC(=O)CN(c2ccc(C)cc2)S(=O)(=O)c2c(C)noc2C)cc1	1.4	i	-16	1	2	2	0	1	1	-2
Cc1ccc(CN2C(=O)C(Cc3ccccc3)Nc3ncnc(N4CCOCC4)c32)cc1 (stereo not drawn)	0.1	i	/	3	3	10	1	3	-1	-2
CN1CCN(NC(=S)NC2CCCC2)CC1	-2.1	i	3	1	-2	11	3	-4	-1	-3
CCCC(C)c1nnc(NC(=O)c2cc(C(=O)OC)cc([N+](=O)[O-])c2)s1 (stereo not drawn)	2.8	i	-8	-15	26	2	4	-1	3	1
CCCCNC(=O)C1CCN(c2nc(OC)nc(OC)n2)CC1	-0.9	i	3	1	-2	-20	-1	5	3	-5
Cc1ccc(C(=O)NCC(=O)NCCSc2ccc(Br)cc2)cc1	1.6	i	1	2	0	3	0	4	1	-6
COCCCNc1nc2c(c(=O)n(Cc3ccc(F)cc3)c(=O)n2C)n1C	-1.1	i	-4	24	1	-3	-1	-4	-1	-6
CC(=O)NCC(=O)NC1CCCc2c1cnn2-c1ccccc1F (stereo not drawn)	-0.7	i	-2	6	-1	20	-2	-6	2	-4
Cc1ccc(CN2CCN(Cc3cn(C)nc3-c3ccccc3)CC2CCO)o1 (stereo not drawn)	2.9	i	-13	6	4	0	2	-2	2	-9
Cc1ccsc1/C=N/NC(=O)c1ccc(Cn2cc(Br)cn2)o1	0.8	i	-8	-9	2	-7	0	-2	1	-4
C/C(O)=C\c1nc2ccccc2oc1=O	0.1	i	0	3	-1	-19	0	-12	-1	-6
CCOC(=O)C1CCN(C(=O)c2cc(-c3ccncc3)nc3ccccc23)CC1	0.8	i	1	-12	-1	16	3	19	0	-1
CC(NC(=O)COc1cccc(Br)c1)C(=O)O (stereo not drawn)	-1.3	i	-5	-1	1	5	0	2	2	-7
COc1ccc(CN(C)C(=O)[C@H]2O[C@@H](n3cnc4c(N)ncnc43)[C@H](O)[C@@H]2O)cc1OC	-1.8	i	/	7	-1	2	3	13	13	0
C=C(C)Cn1c(C)cc(C)c(S(=O)(=O)c2ccccc2C)c1=O	2.7	i	-13	1	3	18	-1	-5	3	-6
Cc1ccc(CNC(=O)CCS(=O)(=O)c2cccc3nsnc23)cc1	-0.7	i	5	-25	0	16	2	2	1	-4
Cc1nc(SCc2nc3c(F)cccc3[nH]2)c2oc3ccccc3c2n1	0.2	i	0	6	0	2	2	1	5	0
COc1cccc(-c2ccc(CN3C(C(C)C)C(=O)N(Cc4cn(CCC5OCCO5)nn4)CCS3(=O)=O)cc2)c1OC (stereo not drawn)	0.7	i	/	3	-1	-8	3	-5	-6	-10
O=C(CSc1ccc(-c2cccc([N+](=O)[O-])c2)nn1)NC1CCCC1	-2.2	i	-5	-20	-5	-7	-1	6	-4	-10
O=C(Nc1cccc(Cc2ccccc2)c1)Nc1ccc2nc([C@@H]3O[C@H](CO)[C@@H](O)[C@H](O)[C@H]3O)[nH]c2c1	0.9	i	/	8	0	0	3	0	-6	1
CC(=O)Oc1ccc(C(=O)Nc2ccccc2C(=O)N2CCCCC2)cc1	-0.4	i	-2	3	2	-13	2	0	-1	-4
COc1ccc(C(C(=O)NCc2ccccc2)N(C(=O)c2snc(C(N)=O)c2N)c2ccccc2OC)cc1 (stereo not drawn)	3.4	i	-1	-3	0	-5	-5	1	-4	8
Cc1ccc(-c2csc(C(O)(c3ccccc3)C(F)(F)F)n2)cc1C (stereo not drawn)	2.9	i	/	7	-1	12	1	-5	-9	-3
Cc1c(NS(=O)(=O)c2cccc(C(=O)NCc3ccccc3)c2)c(=O)n(-c2ccccc2)n1C	-1.7	i	0	-2	2	-13	0	-2	5	-1
CCC(c1nnnn1-c1ccc2c(c1)OCCO2)N1CCc2ccccc2C1 (stereo not drawn)	0.8	/	/	1	/	5	3	12	/	-2
CCCN(CC(=O)Nc1ccccc1C)C(=O)c1ccc(N2CCOCC2)c([N+](=O)[O-])c1	0.1	i	-1	-8	0	-14	-1	3	-1	-1
CCOC(=O)C1CCN(C(=S)NC(=O)c2cccs2)CC1	-1.5	i	-5	-2	-2	10	0	2	2	0
COc1ccc(C(C)(NC(C)=O)c2nc(-c3cccc4cccnc34)cs2)cc1 (stereo not drawn)	0.3	i	/	-26	-1	21	-1	-4	-2	-6
COc1ccccc1C1CC(c2ccc(Cl)cc2)Nc2nc(N)nn21 (stereo not drawn)	-1.0	i	1	2	3	0	1	1	-6	-1
COc1cccc(OC)c1C(=O)Nc1nnc(-c2ccc(F)cc2)s1	-0.3	i	-6	1	2	-17	0	3	0	-2
COc1cc(/C=C2\C(=O)N(c3cccc(C(=O)O)c3)N=C2C)ccc1OCc1ccccc1	2.9	i	/	35	3	7	2	-63	19	22
Cc1ccc(C)c(S(=O)(=O)N2CCCC2CNC(=O)C(=O)NC2CC2)c1 (stereo not drawn)	-0.1	i	-3	3	1	-3	1	-22	0	0
COc1cc(NC(=O)c2ccc(=O)[nH]n2)cc(OC)c1OC	0.4	i	-13	-8	0	2	4	-9	1	-5
COc1ccc(OCc2nc3ccccc3[nH]2)cc1	-0.7	i	13	-1	0	-1	-2	8	5	-5
COc1ccc(/C=C2\N=C(C)N(c3ccc(C(=O)O)cc3)C2=O)cc1OC	-2.3	i	-8	1	0	9	-1	-8	1	-2

Six compounds already listed, arranged by the number in STEP block, descending.
mol	STEP block
COc1cc(/C=C2\C(=O)N(c3cccc(C(=O)O)c3)N=C2C)ccc1OCc1ccccc1	3
Cc1c(NS(=O)(=O)c2cccc(C(=O)NCc3ccccc3)c2)c(=O)n(-c2ccccc2)n1C	2
COCCCNc1nc2c(c(=O)n(Cc3ccc(F)cc3)c(=O)n2C)n1C	1
Cc1ccc(C(=O)NCC(=O)NCCSc2ccc(Br)cc2)cc1	0
CCCCNC(=O)C1CCN(c2nc(OC)nc(OC)n2)CC1	-2
O=C(CSc1ccc(-c2cccc([N+](=O)[O-])c2)nn1)NC1CCCC1	-5

(listing goes on)
SMILES	LMPTP inh	Rpn11 block	Scp-1 inhibitor	SUMO1 PPI mod	STEP block	SKN-1 block	MT1-MMP act inh	NRP1-CendR mod	DNMT1 block	NadD block
COc1cc(Cl)c(C)cc1NC(=O)Cc1ccc(OC)c(OC)c1	0.5	i	-9	2	-3	4	0	-11	9	-1
CCOC(=O)C(=NC1CCS(=O)(=O)C1)NNc1ccccc1Cl (stereo not drawn)	2.3	i	-9	0	-2	-2	3	-10	-1	0
Cc1ccc(S(=O)(=O)N2CCN(C(=O)c3cc(C4CC4)nc4c3cnn4C(C)C)CC2)cc1	1.5	i	-3	0	3	11	-2	-5	-1	-4
CCOc1ccc(NC(=S)N2CCN(S(C)(=O)=O)CC2)cc1	0.9	i	-5	31	1	-9	-2	12	4	-8
COc1ccccc1C/C(N)=N/OC(=O)COc1cccc(C)c1C	-0.9	i	-9	3	8	17	-2	-2	4	-4
CCOC(=O)c1nn(-c2ccccc2)c(C#N)c1N	0.3	i	-8	-2	-3	-5	2	39*	1	2
COCCCNC(=O)C12CCC(C)(C(=O)C1)C2(C)C (stereo not drawn)	-0.5	i	-6	1	-5	-9	5	5	1	-3
COc1ccccc1N1CCN(CC(=O)Nc2cccc(F)c2)CC1	-1.3	i	-2	-1	1	14	3	-13	-2	5
O=C(NCCN1CCOCC1)c1ccc(Cl)cc1O	-0.6	i	-5	2	-3	-7	-5	4	-1	-3
C=CCc1c(NCCO)nc(C)[nH]c1=O	-1.4	i	5	0	2	9	3	-2	0	5

2 entries drawn at random from those above, as already listed:
SMILES	LMPTP inh	Rpn11 block	Scp-1 inhibitor	SUMO1 PPI mod	STEP block	SKN-1 block	MT1-MMP act inh	NRP1-CendR mod	DNMT1 block	NadD block
CCOc1cc(N2CCOCC2)c(OCC)cc1NC(=O)c1ccc2ccccc2n1	3.6	i	2	-7	0	11	0	4	-7	-5
Cc1ccc(CN2CCN(Cc3cn(C)nc3-c3ccccc3)CC2CCO)o1 (stereo not drawn)	2.9	i	-13	6	4	0	2	-2	2	-9

Further records follow.
SMILES	LMPTP inh	Rpn11 block	Scp-1 inhibitor	SUMO1 PPI mod	STEP block	SKN-1 block	MT1-MMP act inh	NRP1-CendR mod	DNMT1 block	NadD block
CC1CCCCN1c1ncnc(N)c1[N+](=O)[O-] (stereo not drawn)	-0.5	i	-10	-16	1	7	-19	-5	-1	-14
N#Cc1cc(C(=O)c2cc(F)ccc2O)cn(Cc2ccccc2)c1=O	-0.3	i	21	-5	5	0	-13	1	-5	-3
COc1ccc(OC)c(C2NC(=O)CCC2[N+](=O)[O-])c1 (stereo not drawn)	-0.8	i	-7	-1	-1	0	2	6	1	-1
Cn1c(SCC(=O)NC2CCCCC2)nnc1-c1cccnc1	-0.5	i	12	0	0	12	-4	15	3	-3
Cc1nc(C(=O)N(C)C)nn1-c1cc(Cl)ccc1Cl	-0.9	i	0	-3	0	-7	3	-4	-1	7
O=c1c(S(=O)(=O)c2ccc(Cl)cc2)cn(Cc2ccccc2F)c2ccc(F)cc12	3.2	i	-12	1	-3	19	-7	-11	4	6

Source: PubChem (Sanford-Burnham Center for Chemical Genomics)
